# PhoP inhibition = PhoP-dependent GFP reporter repression – Salmonella Typhimurium, primary screen (AID 1863); inhibition, % at 50 µM; hits with a dose series show IC50 in µM; actives 0.16% (n = 300,000); S. Typhimurium PhoP-regulated promoter GFP reporter, 4 h; higher % means a stronger effect;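 active = inhibition over 29.93%, a cutoff 3 SD above the screen mean, later confirmed by dose response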;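 also: 0% = low Mg2+ inducing control and 100% = high Mg2+ repressing control; strong numbers were not always called active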
# MgcRacGAP inhibition = MgcRacGAP GTPase-activating activity inhibitors, confirmation, biochemical, ADP Hunter fluorescence; actives 0.6% (n = 340,000); inhibition, % at 30 µM; hits with a dose series show IC50 in µM; MgcRacGAP-stimulated Rac1 GTP hydrolysis, ADP Hunter fluorescence; higher % means a stronger effect; GST-tagged Rac1 F28L mutant substrate; AID 624330;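 active = first-screen hits whose inhibition reached a set limit at any dose in the follow-up dose series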;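 also: fluorescence reports GDP produced by GAP-driven GTP hydrolysis; strong numbers were not always called active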
# SV40 large T antigen = SV40 large T antigen inhibitors, biochemical (AID 1903); SV40 large T antigen ATPase/helicase inhibition assay; higher % means a stronger effect; one-dose inhibition, % at 20 µM; IC50 in µM for titrated hits; actives 0.39% (n = 310,000); in the data active = a potency from the dose series; also: strong numbers were not always called active
# K1F lysis inhibition = protection from phage-mediated lysis, alamar blue read-out – E. coli UTI89, K1F phage, bacterial capsule biogenesis inhibitors (AID 488966); actives 0.02% (n = 340,000); one-dose inhibition, % at 100 µM; IC50 in µM for titrated hits; E. coli UTI89 K1F phage lysis, alamar blue, 2 h; higher % means a stronger effect;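 active = phage lysis inhibition, versus mean bacterial control, above a set limit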;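 also: capsule biogenesis inhibitors block K1F phage lysis so surviving cells raise fluorescence; higher fluorescence means more inhibition of phage lysis; actives were called in the ten point dose series up to 300 µM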
# Dengue-2 NS5 capping = flavivirus cap methylation enzyme inhibition – biochemical, confirmation dose response, primary screen (AID 588689) | one-dose inhibition, % at 25 µM; IC50 in µM for titrated hits | actives 0.3% (n = 340,000) | Dengue-2 NS5 methyltransferase capping enzyme assay, biochemical; higher % means a stronger effect; in the data active = a potency from the dose series
# HIV fusion peptide = cell-free HIV fusion peptide-binding blockers – biochemical, uHTS, fluorescence dequenching, primary screen (AID 1986) | actives 0.3% (n = 290,000) | cell-free peptide binding, fluorescence dequenching, 30 min; higher % means a stronger effect | one-dose inhibition, % at 20 µM; IC50 in µM for titrated hits; in the data active = inhibition mostly above about 52%, no sharp cut-off; inactive = mostly below about 76%; also: some results filed as inactive read as strong as hits
# GPR35 arrestin U2OS = GPR35 antagonists blocking zaprinast-driven arrestin recruitment, primary screen, imaging, U2OS, beta-arrestin-GFP, zaprinast agonist (AID 2058); U2OS GPR35 beta-arrestin-GFP translocation imaging, zaprinast antagonism; higher % means a stronger effect; actives 0.052% (n = 290,000); inhibition, % at 10 µM; hits with a dose series show IC50 in µM;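 active = inhibition of at least 50% with at least 30 cells and total cytoplasm GFP at most 10,000,000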
# RSV CPE inhibition = RSV antiviral activity via CPE protection, HEp-2 cells, primary 10 µM value included (AID 2391); actives 0.13% (n = 310,000); CPE inhibition, % at 10 µM; hits with a dose series show IC50 in µM; HEp-2 cells, RSV-induced CPE inhibition; higher % means a stronger effect; in the data active = a potency from the dose series; also: strong numbers were not always called active
# GPR55 antagonists = inhibition of LPI-stimulated GPR55 beta-arrestin translocation – imaging, U2OS, beta-arrestin-GFP, LPI agonist, primary screen (AID 2013). U2OS GPR55 beta-arrestin-GFP translocation imaging, LPI antagonism; higher % means a stronger effect. inhibition, % at 10 µM, or IC50 in µM where a hit was titrated. actives 0.13% (n = 290,000);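 active = spots per cell inhibited over 60%, with over 100 cells counted and total cytoplasm intensity under 500,000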;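 also: U2OS cells stably carrying GPR55 and arrestin-GFP stimulated by 5 µM LPI near EC80; imaged beta-arrestin-GFP aggregate spots per cell after agonist stimulation; plate controls were LPI-stimulated DMSO wells for no effect and DMSO wells without LPI for full effect; some results filed as inactive read as strong as hits; confirmed hits need IC50 under 10 µM and bright autofluorescent wells are also inconclusive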
# Dengue-2 NS5 capping pilot replicate = further read-out of Dengue-2 NS5 capping, marked with its call; inhibition, %; measured here: pilot screen replicate inhibition
# Numbers without * were called inactive; nt = no result given; [ ] = dose if it differs, or a comment.
SMILES,PhoP inhibition,MgcRacGAP inhibition,SV40 large T antigen,K1F lysis inhibition,Dengue-2 NS5 capping,HIV fusion peptide,GPR35 arrestin U2OS,RSV CPE inhibition,GPR55 antagonists,others
Cc1onc(-c2ccccc2Cl)c1C(=O)Nc1ccccc1O,10%,2%,16%,-0.1%,4%,-0.3%,10%,15%,42%,
CC(C)(C)NC(=O)C(c1ccc(F)cc1)N(Cc1ccco1)C(=O)CCC(=O)Nc1ccccn1 (centres undefined),-3%,5%,12%,-0.2%,-8%,-0.9%,7%,0.7%,-4%,
OC(COCC1COc2ccccc2O1)CN1CCN(c2ccc(F)cc2)CC1 (centres undefined),6%,8%,23%,6.0%,-1%,-1.6%,2%,-0.1%,-3%,
CC(C)(O)C#Cc1ccc([C@@H]2C[C@H]3CN(c4ccccc4)C(=O)[C@]34CCCN24)s1,4%,1%,21%,-0.2%,-6%,0.9%,-7%,3.6%,-2%,
NC(=O)c1cccc2c1C(=O)N(C1CCCCC1)C2,-7%,9%,7%,1.6%,3%,5.6%,5%,2.1%,-5%,
O=C(COC(=O)c1ccc(Br)o1)Nc1ncc(Cl)cc1Cl,0%,4%,7%,0.3%,9%,-1.1%,10%,0.8%,-1%,
COc1ccccc1NC(=O)C1=C(C)NC2=C(C(=O)CCC2)C1c1ccc(C)o1 (centres undefined),-10%,2%,3%,-0.7%,-4%,2.2%,2%,0.8%,9%,
COc1ccc(CN2CCC(n3nccc3NC(=O)CCc3ccccc3)CC2)c(C)c1C,nt,-1%,nt,0.2%,3%,0.6%,-10%,nt,10%,
Fc1ccccc1CSc1nncn1NCc1cccs1,3%,7%,8%,0.8%,-3%,2.9%,7%,1.0%,-5%,
N#Cc1ccc(-c2ccc(OCC(=O)Nc3cccnc3)cc2)cc1,-5%,4%,6%,1.7%,1%,1.4%,-4%,2.7%,9%,
Cc1cc(C)nc(/N=C(/NC(=O)Nc2ccc(Cl)c(Cl)c2)Nc2ccccc2)n1,3%,nt,3%,nt,nt,-0.1%,11%,1.3%,-1%,
C=CCN1c2ccccc2[C@]23C[C@@H](C(=O)OC)N(C(=O)c4ccc(Br)cc4)C2=NC(C(=O)OC)=C(C(=O)OC)[C@H]13,-4%,9%,14%,2.2%,11%,-0.5%,-8%,-1.9%,1%,
FCCCOc1ccc(-c2ccnc(-c3ccccc3)n2)cc1,-4%,4%,18%,1.1%,-3%,-1.0%,-9%,15%,15%,
On1nnc2c3ccccc3c3ccccc3c21,-6%,12%,54%,0.1%,1%,6.2%,-7%,2.7%,-1%,
CCCCN(C(=O)CCC(=O)Nc1cc(C)on1)C(C(=O)NC(C)(C)C)c1cccc(OC)c1OC (centres undefined),4%,5%,-5%,-0.1%,-8%,-0.4%,-9%,0.8%,-6%,
COCCNS(=O)(=O)c1ccc2c(c1)n(C)c(=O)n2C,-13%,9%,-5%,0.4%,-3%,0.4%,11%,-0.1%,-8%,
CN(CC(=O)NCc1ccco1)S(=O)(=O)c1ccc2c(c1)n(C)c(=O)c(=O)n2C,-18%,4%,9%,3.9%,-7%,0.1%,12%,1.6%,5%,
CSc1ccc(C#N)cc1NC(=O)c1ccccc1C,0%,1%,6%,0.1%,-4%,0.1%,5%,-0.9%,0%,
C=CCn1c(O)c(N=NC(=S)Nc2ccccc2F)c2cc(S(=O)(=O)N3CCOCC3)ccc21,0%,4%,5%,0.1%,-1%,-2.6%,-2%,-0.5%,18%,
CCOc1ccccc1NC(=O)CCCCCN1C(=O)[C@@H]2Cc3ccccc3CN2C1=O,-1%,7%,20%,0.2%,-8%,0.7%,7%,3.4%,15%,
CCc1cccc(N=c2c([N+](=O)[O-])nn(-c3ccc(Cl)cc3)n2O)c1,13%,1%,7%,6.9%,-8%,-1.1%,4%,-0.6%,-4%,
Oc1cc2c(cc1O)CN(C(=S)NCCc1ccc(Cl)cc1)CCC2,-4%,7%,18%,1.5%,4%,nt,nt,6.2%,nt,
COc1cccc(NC(=S)NNC(=O)Cn2nc(C(F)(F)F)cc2C)c1,7%,13%,32%,-1.2%,-4%,-1.6%,4%,2.0%,8%,
O=C(Cc1coc2ccc3ccccc3c12)NCc1ccccc1,-1%,8%,-25%,-2.0%,-12%,0.5%,22%,3.3%,-10%,
CCN(C1CCS(=O)(=O)C1)S(=O)(=O)c1ccc(OC)c(OC)c1 (centres undefined),0%,3%,0%,2.1%[50 µM],4%,nt,nt,-2.2%,nt,
# Following part
SMILES,PhoP inhibition,MgcRacGAP inhibition,SV40 large T antigen,K1F lysis inhibition,Dengue-2 NS5 capping,HIV fusion peptide,GPR35 arrestin U2OS,RSV CPE inhibition,GPR55 antagonists,others
Cc1nnc(NC(=O)CCC(=O)N2CCN(CCOc3cccc4ccccc34)CC2)s1,-11%,nt,-1%,nt,nt,0.2%,-1%,0.3%,0%,
COc1ccc(N2C(=O)CC(SCc3ccc(Cl)cc3)C2=O)cc1 (centres undefined),0%,14%,10%,0.5%,-6%,-1.1%,11%,nt,3%,
O=C(c1ccc([N+](=O)[O-])cc1)N1CCN(C(=O)c2ccco2)CC1,-2%,11%,4%,0.4%,-3%,0.5%,20%,2.0%,4%,
COCCOC(=O)c1[nH]c2c(c1C)C(=O)C(C(=O)OC)C(C)C2 (centres undefined),6%,9%,5%,1.4%,-3%,0.9%,-6%,0.1%,0%,
O=C(COc1ccc2c(-c3ccccc3)cc(=O)oc2c1)NCc1ccccn1,-1%,0%,11%,5.3%,-4%,-0.3%,-17%,1.3%,3%,
S=c1[nH]c2cc(Cl)c3cccnc3c2o1,-1%,28%,12%,0.8%,10%,0.4%,8%,2.1%,-6%,
COCCn1c(N)c(N(Cc2ccccc2)C(=O)c2ccc(-c3ccc(Cl)cc3)o2)c(=O)[nH]c1=O,6%,3%,7%,0.1%[50 µM],-7%,nt,nt,-1.1%,nt,
CN=C(Nc1ccc(C)c(C)c1)SC1CC(=O)N(c2ccc(OC)cc2)C1=O (centres undefined),-5%,2%,4%,-0.2%,-5%,-0.3%,-4%,13%,1%,
Cc1cc(=O)[nH]c2c1c(C)nn2C(C)(C)C,-3%,2%,7%,-0.7%,-3%,0.2%,-8%,2.7%,0%,
O=C(c1ccccc1)c1c[nH]c2cc3c(cc2c1=O)OCCO3,0%,-5%,3%,-0.3%,6%,-0.1%,-10%,-0.8%,6%,
COc1cccc(NC(=O)CCN2C(=O)c3ccccc3S2(=O)=O)c1,-7%,11%,11%,1.3%,2%,-1.7%,-4%,nt,-2%,
O=C(CSc1ncnc2scc(-c3ccccc3)c12)N1CCN(Cc2ccc3c(c2)OCO3)CC1,3%,8%,0%,0.0%,-13%,20%,0%,2.2%,10%,
Oc1ccc2ccccc2c1C=NCc1ccccc1,-3%,6%,14%,1.3%,5%,-2.0%,-2%,1.4%,-10%,
CN(Cc1cccs1)C(=O)COc1cccc(-n2cnnn2)c1,-2%,2%,0%,-0.4%,-2%,9.0%,-15%,0.7%,13%,
CCN1CCN(c2cc3c(cc2F)c(=O)c(S(=O)(=O)c2ccccc2)cn3C)CC1,3%,2%,5%,-0.3%,-4%,-0.4%,6%,1.4%,9%,
O=C1Nc2ccccc2C12Nc1ccccc1-c1nc3ccccc3n12 (centres undefined),21%,9%,2%,-0.2%,-4%,1.2%,14%,1.8%,58%,
CCC(C(=O)O/N=C(\N)c1cccc(C)c1)c1ccccc1 (centres undefined),-5%,13%,12%,4.2%,-1%,-3.0%,-1%,2.5%,-4%,
CC1CCN(C(=O)c2[nH]cnc2C(=O)Nc2ccc(Cl)cc2)CC1,nt,4%,nt,-0.2%,-6%,nt,nt,1.1%,nt,
CCN(Cc1ccccc1)C(=O)CN1C(=O)c2ccccc2S1(=O)=O,-8%,1%,2%,0.8%[50 µM],0%,nt,nt,0.5%,nt,
O=C(c1ccc(F)cc1)n1c(=S)nc2ccccn21,-7%,12%,5%,0.5%,-10%,2.2%,20%,1.3%,5%,
COc1ccc(C2(C)NC(=O)N(CC(=O)NCCC3=CCCCC3)C2=O)cc1OC (centres undefined),14%,9%,-6%,0.6%,-3%,-0.2%,0%,0.6%,7%,
Cc1cc(C)cc(OCCCC(=O)O)c1,-4%,11%,18%,0.6%,3%,-0.2%,-3%,2.2%,6%,
CC(C)(C)c1ccc(C(=O)/C(C#N)=C/c2cccs2)cc1,-7%,-2%,10%,-1.5%,8%,-0.6%,8%,nt,14%,
COc1ccc(OC)c(-c2cc(-c3cccnc3)nc(N)c2C#N)c1,-3%,2%,9%,-0.9%,-8%,-1.7%,9%,0.1%,-14%,
COc1ccccc1CCC(=O)Nc1cc(S(=O)(=O)N2CCOCC2)ccc1N1CCCC1,0%,10%,15%,-0.1%[50 µM],5%,nt,nt,-0.4%,nt,
# (continued)
SMILES,PhoP inhibition,MgcRacGAP inhibition,SV40 large T antigen,K1F lysis inhibition,Dengue-2 NS5 capping,HIV fusion peptide,GPR35 arrestin U2OS,RSV CPE inhibition,GPR55 antagonists,others
O=C(Nc1cc(Cl)ccc1Cl)c1ccc(OC(=O)c2ccco2)cc1,-5%,9%,20%,1.0%,0%,1.4%,24%,7.9%,10%,
COc1ccc(C2NC(=O)C(C#N)=C(S)N2c2cccc(C)c2)cc1OC (centres undefined),3%,54%,17%,-0.2%,10%,1.5%,-10%,0.5%,-5%,
CC(C)CC(C(=O)NCC1CCCO1)N(C(=O)Cn1nnc(-c2ccc(F)cc2)n1)c1cccc(C(F)(F)F)c1 (centres undefined),15%,-5%,5%,-0.3%,0%,-1.3%,24%,-0.1%,6%,Dengue-2 NS5 capping pilot replicate=-1.1
CC(=O)Nc1ccccc1NC(=O)c1cccc2ccccc12,1%,6%,-1%,1.4%,-5%,-0.5%,2%,1.8%,-7%,
O=C(Nc1ccc2c(c1)OCCO2)C1CCCN1S(=O)(=O)c1cccc2cccnc12 (centres undefined),-4%,4%,2%,2.2%,-6%,2.1%,13%,5.3%,7%,
CCCCn1c(SCC(N)=O)nnc1-c1cc(OC)c(OC)c(OC)c1,-4%,nt,4%,nt,nt,0.6%,-6%,nt,7%,
Cc1c(NC(=O)C(=O)/C=C(/O)c2ccccc2)c(=O)n(-c2ccccc2)n1C,-15%,10%,10%,0.2%,-3%,8.8%,4%,2.3%,4%,
Cc1ccc(-n2c(-c3ccc(Cl)cc3Cl)n[nH]c2=S)cc1,-9%,12%,11%,0.1%,-16%,0.8%,3%,3.7%,2%,Dengue-2 NS5 capping pilot replicate=-6.4
N/C(CC(=O)NC1CCCCC1)=N\OCC(=O)Nc1ccc(Cl)c(Cl)c1,-6%,5%,7%,-0.3%,-5%,1.7%,-1%,1.2%,3%,

# Screening data from PubChem.
